Bioassay records as filed in PubChem.
pPAFAH FP inh – pPAFAH (human) enzyme inhibition; Q13093; recombinant pPAFAH, FP-rhodamine probe fluorescence polarization; inhibition, % at 3.39 µM; 330,000 tested, 1.5% active; AID 463082;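 active = inhibition above the mean inhibition across the screen plus 3 SD, cut at about 25% in these data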;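 also: inhibitors block binding of the rhodamine activity-based probe so polarization drops; 0% = enzyme with DMSO and 100% = wells lacking pPAFAH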
LYPLA1 counter – LYPLA1 (human) inhibition in PME1 counter-screen | recombinant LYPLA1, FP-Rh probe fluorescence polarization | O75608 | 320,000 tested, 0.16% active | inhibition, % at 5.9 µM;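 active = inhibition above the mean of all tested compounds plus 3 SD, set per campaign, cut at about 14% in these data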;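 also: inhibitors block serine hydrolase probe labeling of LYPLA1 so polarization falls; 0% = enzyme with DMSO and 100% = wells lacking LYPLA1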
Target sequence (O75608 whole entry, looked up): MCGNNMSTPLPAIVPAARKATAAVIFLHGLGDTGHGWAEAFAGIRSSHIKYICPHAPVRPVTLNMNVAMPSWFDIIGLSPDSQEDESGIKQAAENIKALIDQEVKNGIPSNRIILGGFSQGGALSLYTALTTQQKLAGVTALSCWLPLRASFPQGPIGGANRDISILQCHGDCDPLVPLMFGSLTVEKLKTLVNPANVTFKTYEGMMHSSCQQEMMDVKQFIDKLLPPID
PAFAH2 inh – inhibitors of human PAFAH2 | Q99487 | recombinant PAFAH2, FP-rhodamine activity probe, fluorescence polarization | inhibition, % at 3.39 µM | 340,000 tested, 0.99% active | AID 492956;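 active = inhibition above the mean over all tested compounds plus 3 SD, cut at about 30% in these data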;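 also: inhibitors block probe labeling of enzyme so polarization drops; 0% = enzyme with DMSO and 100% = wells lacking PAFAH2 protein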
PAFAH1B3 inh – blocks human PAF acetylhydrolase 1B catalytic subunit 3; Q15102; recombinant PAFAH1B3, FP-rhodamine probe, fluorescence polarization; inhibition, % at 3.39 µM; 340,000 tested, 0.28% active;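 active = inhibition above the screen-wide average of all tested compounds plus 3 SD, cut at about 25% in these data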;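 also: 0% = enzyme with DMSO only and 100% = wells lacking PAFAH1B3 protein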
PME-1 primary – PME-1 (human) inhibition; inhibition, % at 5.9 µM; AID 2130; Q9Y570; 320,000 tested, 0.53% active; recombinant PME-1, FP-Rh probe fluorescence polarization;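 active = inhibition above the campaign mean of all compounds plus 3 SD, cut at about 26% in these data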;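 also: competitive labeling of PME-1 active site by serine hydrolase directed probe; 0% = PME-1 with DMSO and 100% = wells lacking PME-1 enzyme; inhibitors block probe labeling so polarization falls and inhibition rises; many of its hits are not listed in these tables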
GSTO1 inh – GSTO1 inhibition, counter-screen for RBBP9 inhibitors. recombinant GSTO1, activity-based probe fluorescence polarization. inhibition, % at 5.96 µM. 300,000 tested, 1.1% active. AID 1974;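 active = inhibition above the campaign mean inhibition plus 3 SD, cut at about 35% in these data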;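 also: 0% = GSTO1-1 with DMSO and 100% = wells lacking GSTO1-1 enzyme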
PAFAH1B2 FP inh – PAFAH1B2 (human) inhibition | P68402 | recombinant PAFAH1B2, FP-rhodamine activity probe, fluorescence polarization | inhibition, % at 3.39 µM | 340,000 tested, 1.2% active | AID 492953;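 active = inhibition above the mean of all tested compounds plus 3 SD, cut at about 24% in these data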;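 also: 0% = enzyme with DMSO and 100% = wells lacking PAFAH1B2; many of its hits are not listed in these tables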
Fam108B inh – Fam108B inhibition, counter-screen for RBBP9 inhibitors | inhibition, % at 9.51 µM | 300,000 tested, 0.33% active | recombinant Fam108B, FP-Rh probe fluorescence polarization | AID 1947;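 active = inhibition above the screen mean inhibition plus 3 SD, computed separately per campaign, cut at about 18% in these data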;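 also: inhibitors lower polarization as less probe binds the enzyme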
PAD4 FP inh – blocks human protein arginine deiminase 4. AID 485272. inhibition, % at 6.36 µM. Q9UM07. recombinant PAD4, RCA probe fluorescence polarization. 330,000 tested, 0.41% active;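 active = percent inhibition above a cutoff equal to the mean of all tested compounds plus 3 SD, cut at about 15% in these data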;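 also: 0% = PAD4 with RCA probe and DMSO and 100% = probe without PAD4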
Target sequence (Q9UM07 whole entry, looked up): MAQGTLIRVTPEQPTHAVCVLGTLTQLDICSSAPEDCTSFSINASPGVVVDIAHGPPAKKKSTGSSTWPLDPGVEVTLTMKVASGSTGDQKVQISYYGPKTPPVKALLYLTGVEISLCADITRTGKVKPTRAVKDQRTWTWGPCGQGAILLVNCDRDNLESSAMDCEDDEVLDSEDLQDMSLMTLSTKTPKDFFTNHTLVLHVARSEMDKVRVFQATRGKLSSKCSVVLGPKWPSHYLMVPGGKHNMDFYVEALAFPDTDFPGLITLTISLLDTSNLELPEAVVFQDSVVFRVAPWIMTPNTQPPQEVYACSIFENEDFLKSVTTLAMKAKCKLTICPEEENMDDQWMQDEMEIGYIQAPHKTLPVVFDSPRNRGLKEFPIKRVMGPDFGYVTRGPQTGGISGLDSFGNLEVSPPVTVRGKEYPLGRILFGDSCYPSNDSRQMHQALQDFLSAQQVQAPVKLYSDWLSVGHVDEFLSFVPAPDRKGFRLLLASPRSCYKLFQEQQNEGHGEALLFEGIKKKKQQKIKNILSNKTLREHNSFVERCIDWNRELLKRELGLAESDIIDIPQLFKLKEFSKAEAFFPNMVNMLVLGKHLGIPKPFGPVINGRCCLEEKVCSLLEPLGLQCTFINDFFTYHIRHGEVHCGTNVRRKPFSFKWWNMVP
The depositor's hits bear a star; · = not tested or not shown.

Every second line gives: Fam108B inh	PAFAH2 inh	PAFAH1B2 FP inh	LYPLA1 counter	GSTO1 inh	pPAFAH FP inh	PAD4 FP inh	PME-1 primary	PAFAH1B3 inh
> CCCCNC(=O)N1c2ccccc2CC1C (stereo not drawn)
 : 3	-5	5	1	4	2	2	1	10
> CCOCCCNCC(=O)Nc1ccc(OC(F)(F)F)cc1
 : -2	5	2	-2	-1	6	-3	-3	-8
> COc1ccc(C(CNC(=O)CSc2ccccc2F)N2CCOCC2)cc1 (stereo not drawn)
 : 0	-7	1	2	2	-2	6	-5	6
> CCCC1(C(=O)OCC)NC(c2ccc(O)cc2)C2C(=O)N(c3cccc(C(C)=O)c3)C(=O)C21 (stereo not drawn)
 : 0	4	-1	-2	-4	3	-1	-5	2
> CCCCCC(=O)NNC1=NCC(Cc2cccc(Cl)c2)S1 (stereo not drawn)
 : -4	2	4	-3	-8	3	3	-2	0
> Cc1ccccc1C(=O)Nc1cccc(NC(=O)Cn2cnc3c(=O)n(C)c(=O)n(C)c32)c1
 : 4	2	0	2	0	3	-2	3	-2
> COc1ccc(OCC(=O)N/N=C2/C=C(C)CC2)cc1
 : 0	11	1	1	-1	4	1	1	-6
> COc1ccc(-c2cc3ccccc3n2CC(O)CNC(CO)(CO)CO)cc1 (stereo not drawn)
 : -2	0	5	1	1	6	-4	-1	4
> O=C(CCCCCn1nnc2ccccc2c1=O)Nc1ccccc1Cl
 : -1	0	8	-4	-3	2	-4	2	2
> Cc1ccsc1C(=O)NCCc1c[nH]c2ccccc12
 : 0	-2	0	2	-1	5	-1	7	9
> Cc1csc(SCc2nnc(-c3ccccc3Br)o2)n1
 : -3	0	-2	-1	4	12	-1	2	5
> Oc1ccc(CN2CCc3ccccc3C2)c2cccnc12
 : 0	0	-1	-1	-1	4	-2	4	7
> O=C(Nc1ccccc1)OCc1ccccn1
 : 5	-12	4	-1	7	0	-3	0	3
> COC(=O)c1ccc(N2CCN(C)CC2)c(NC(=O)COc2ccccc2)c1
 : 0	0	4	-1	7	-4	0	-2	8
> CCOC(=O)CCCCNCc1ccccc1
 : -4	-6	5	3	4	2	3	-3	1
> CNC(=O)C1=C(C)n2c(nc3ccccc32)NC1c1ccc(OC)cc1 (stereo not drawn)
 : 0	6	5	-2	5	-4	9	-8	2
> COc1ccccc1N(CC(=O)NC1CCCC1)C(=O)CCC(=O)Nc1ccccn1
 : 0	-3	3	3	1	5	-3	3	3
> COc1ccc(-c2ccc(NCCN3CCOCC3)nn2)cc1OC
 : -3	-8	3	-2	4	3	-5	2	3
> Cc1ccc(-n2c(SCC(=O)N/N=C/c3ccccc3C(=O)O)nnc2-c2ccc(Cl)cc2)cc1
 : 2	-3	14	2	-12	0	1	2	5
> CSc1ncccc1C(=O)Nc1ccncc1
 : -1	-5	4	-1	8	-1	-3	-6	10
> O=C(O)CCc1ccc(-c2cccs2)n1CC(=O)Nc1ccccc1C(F)(F)F
 : -2	9	4	0	7	2	-3	-6	2
> O=C(O)CNC(=O)c1ccc(NC(=O)/C(=C/c2ccccc2)NC(=O)c2ccccc2)cc1
 : 2	3	4	-4	-1	2	-5	-10	-3
> COc1cc(/C=C2\S/C(=N/S(=O)(=O)Cc3ccccc3)NC2=O)c([N+](=O)[O-])cc1OC
 : 4	10	14	0	7	20	-9	-3	10
> CC(C)(C)c1ccc(Cc2n[nH]c(=S)[nH]c2=O)cc1
 : -3	-3	13	0	8	6	-2	-4	7
> CCC(=O)NC(=S)Nc1cccc(C(C)=O)c1
 : 0	2	4	-2	7	0	1	2	1
> O=C1C=C(c2ccc3c(c2)OCO3)C[C@@H](c2ccc3c(c2)OCO3)C1
 : ·	3	0	-4	·	-4	-3	-1	8
> Cc1cc(C)n2cc(CSc3nnc(N)s3)nc2n1
 : -2	5	3	2	11	3	-2	4	5
> O=C(CN(c1ccccc1)S(=O)(=O)c1ccc(F)cc1)NCc1cccs1
 : ·	10	2	-2	·	2	3	8	4
> CC1(C)Cc2cccc(OCC(=O)N3CCN(c4cccc(C(F)(F)F)c4)CC3)c2O1
 : 0	-7	0	0	9	8	0	-1	4
> COc1ccc(C(CNc2ncnc3sc(C)c(C)c23)N(C)C)cc1 (stereo not drawn)
 : 1	-6	5	-1	2	4	2	0	5
> COc1cc(OC)cc(C(=O)NCCCNC(=O)c2cccnc2)c1
 : 4	-14	4	-3	4	6	5	4	-2
> COCCn1cc(C(=O)NCCCOC(C)C)c2c3ccccc3n(C)c2c1=O
 : -5	5	-2	-2	-4	1	1	2	8
> CCOc1cc(N2CCOCC2)c(OCC)cc1NC(=O)COC(=O)c1cc(C)oc1C
 : 1	5	1	3	12	1	1	-1	-3
> O=C(NNC(=S)Nc1cccc2ccccc12)c1cccc(Br)c1
 : 6	8	2	-2	-3	13	-1	1	14
> CCn1c(CSc2nnc3ccccn23)nc2cc(C(=O)O)ccc21
 : 50*	60*	49*	39*	29	26*	47*	41*	44*
> O=C(/C=C/c1ccccn1)c1cc(Cl)cc(Cl)c1O
 : 1	1	4	0	17	15	-4	-3	4
> Cc1ccc(NC(=O)C(C)N2C(=O)C3C4CC(C(Br)C4Br)C3C2=O)cc1 (stereo not drawn)
 : -3	-4	-3	-9	6	-9	-3	-5	4
> CCc1cc2c(SCC(=O)NC3CC3)ncnc2s1
 : ·	4	3	·	·	-1	4	·	8
> Nc1c(-c2ccc(Cl)cc2)cnn1-c1cccc([N+](=O)[O-])c1
 : 0	8	3	3	-3	18	-3	3	4
> O=C(CN1CCN(c2ccc([N+](=O)[O-])cc2Cl)CC1)N1CCOCC1
 : -1	·	·	1	-10	4	3	2	·
> C/C(=N\NC(=O)C1CCCN(S(=O)(=O)c2ccccc2)C1)c1cccnc1 (stereo not drawn)
 : -2	-1	2	3	4	5	-1	0	5
> CC1CCCCC12NC(=O)N(CC(=O)OCc1cccc(F)c1)C2=O (stereo not drawn)
 : ·	4	2	-1	·	7	-2	1	0
> Cc1ccc(C(=O)N/C(=C\c2ccc(-c3ccc(Cl)cc3)o2)C(=O)NCCCN(C)C)cc1
 : 2	·	·	-1	4	4	-7	2	·
> O=C(NCC1CCCO1)[C@@H]1CSC2c3ccccc3C(=O)N21 (stereo partly drawn)
 : 0	-2	-2	4	1	2	2	1	1
> O=C(OCn1nnc2ccccc2c1=O)c1ccc2c(=O)n3c(nc2c1)CCC3
 : 0	4	-2	-2	7	-6	0	1	5
> Cc1ccc(NC(=S)N(CCCN2CCN(C)CC2)Cc2cccs2)cc1C
 : -4	3	2	1	11	-2	-3	-6	9
> CC12CCC(c3nnc(SCc4ccc(Cl)cc4)nc31)C2(C)C (stereo not drawn)
 : -5	-4	12	0	0	1	-2	5	2
> C=CCn1c(O)c(CN2CCOCC2)c(C)c(C#N)c1=O
 : 5	-3	-1	4	-4	4	3	4	4
> CCOC(=O)N1CCN(C(=O)CSc2nnc(C3COc4ccccc4O3)o2)CC1 (stereo not drawn)
 : 0	-4	0	4	-1	-9	-3	3	5
> CN1CCN(C(=O)C2=C[C@H](c3coc4ccccc4c3=O)C[C@H](OCCCCO)O2)CC1
 : 0	-3	3	-1	9	0	4	-7	10
> COC(=O)/C=C(\C)N=Nc1c(O)[nH]c2ccccc12
 : 4	7	5	-1	-11	1	0	7	9
> COc1ccc(C2c3ccc(O)cc3Oc3ncn(Cc4ccco4)c(=N)c32)cc1 (stereo not drawn)
 : -3	2	7	-7	0	2	2	-2	4
> CC(CC(=O)N1CCc2ccccc21)S(=O)(=O)c1ccc2c(c1)NC(=O)CO2 (stereo not drawn)
 : -2	-1	4	3	5	1	-5	4	1
> O=C(Nc1ccc(OC(F)(F)C(F)F)c(NC(=O)c2ccc(F)cc2)c1)c1ccc(F)cc1
 : -3	-2	5	-8	-2	-7	-3	-8	-2
> O=C(NC(=S)Nc1ccc(Br)cc1)C1CCC1
 : 2	-7	-12	4	5	-2	3	14	3
> O=C1c2oc3ccccc3c(=O)c2C(c2cccc(O)c2)N1c1ccccn1 (stereo not drawn)
 : -4	-1	0	2	-4	-1	2	-2	4
> COc1ccc(OC)c(NC(=O)CCCc2ccccc2)c1
 : 0	1	4	-2	5	1	2	4	-2
> CC1=NN(/C(=N\c2nnc(C)s2)Nc2ccc(C(C)(C)C)cc2)[C@H](c2ccc(C)cc2)S1
 : 0	2	14	0	1	1	2	-2	6
> COc1cc2nc(N(C)C)nc(N)c2cc1OC
 : -5	7	6	0	-3	2	-4	-2	12
> S=c1[nH]nc(CSc2nc3ccccc3s2)n1C1CCCCC1
 : 0	2	6	-3	-6	3	-1	4	2

(further entries)
Every second line gives: Fam108B inh	PAFAH2 inh	PAFAH1B2 FP inh	LYPLA1 counter	GSTO1 inh	pPAFAH FP inh	PAD4 FP inh	PME-1 primary	PAFAH1B3 inh
> COc1cccc(-n2nc(C(=O)Nc3ccc4c(c3)OCO4)c3ccccc3c2=O)c1
 : -6	-1	1	-2	1	1	4	-2	4
> O=C(O)c1cccc(CSc2n[nH]c(-c3ccc(Cl)cc3Cl)n2)c1
 : 0	4	10	0	-14	1	5	-2	0
> CS(=O)(=O)N1CCN(C(=O)CCC2CCCC2)CC1
 : -2	9	1	-5	9	-6	0	-8	-5
> CC(=O)Cn1nnc2sc(-c3ccccc3)cc2c1=O
 : 5	15	8	-2	-12	18	-8	6	4
> CCCCn1c(N)c(N(CCC(C)C)C(=O)c2ccc(C)o2)c(=O)[nH]c1=O
 : ·	2	6	1	·	3	-2	-1	6
> Cc1ccccc1N1CCN(C(=O)CCN2C(=O)c3ccccc3C2=O)CC1
 : 0	-2	1	1	-7	9	-1	5	-2
> O=S(=O)(Nc1cc(Cl)ccc1-n1cncn1)c1ccccc1Cl
 : ·	-7	-4	-1	·	1	3	-5	4
> O=C(CN(C(=O)c1csnn1)c1cccc(Cl)c1)NCCc1ccccc1
 : 1	-10	2	1	-5	-1	-1	-2	-1
> Cc1nnsc1C(=O)Nc1ccc(S(=O)(=O)N2CCCCC2C)cc1 (stereo not drawn)
 : 2	0	-1	3	1	5	-6	2	6
> CN(C(=O)c1ccccc1C(=O)OCC(=O)NC(=O)NC(C)(C)C)C1CCCCC1
 : -4	17	3	1	12	3	-4	1	9
> Cc1cc(-c2nnc(SCC(=O)c3ccc4c(c3)OCCO4)o2)no1
 : 5	4	4	1	26	6	-1	-1	5
> C=CCNC(=O)COc1ccc(Oc2ccccc2)cc1
 : 1	4	7	0	-2	2	-6	-10	2
> COc1ccc(-c2nsc(SCC(=O)Nc3ccc4c(c3)OCO4)n2)cc1
 : 0	-12	6	0	-5	0	4	-1	17
> N#C/C(=C/c1ccc(Oc2ccc([N+](=O)[O-])cn2)cc1)C(=O)N1CCOCC1
 : 1	1	1	2	-13	5	1	1	7
> COCCNC(=O)c1ccccc1NC(=O)c1ccccc1N(C)S(=O)(=O)c1ccc(C)cc1
 : -5	-10	0	2	-9	2	-4	2	-3
> CN(C)CCCN(C(=O)c1ccco1)c1nc(-c2ccc(Cl)cc2)cs1
 : -2	-3	3	0	-6	-5	-2	-9	-5
> COc1ccc(/C=N/NC(=O)CN(C2=NS(=O)(=O)c3ccccc32)c2ccccc2)cc1OC
 : -7	1	-3	-2	-3	5	-1	7	15
> O=S(=O)(Cc1ccccc1)Nc1ccc(Br)cn1
 : -1	5	6	2	5	5	-4	-2	7

The list is partial; the hit share may differ from the screen's.
